KCNQ1 pot: potentiators or activators of KCNQ1 channel, primary screen, cell-based, thallium flux, high-throughput | AID 2648, 2010 | Potassium voltage-gated channel subfamily KQT member 1 (Homo sapiens), P51787 | B-score at 10 µM | CHO-K1 KCNQ1, thallium flux FluxOR fluorescence; active compounds read high | actives 0.35% (n = 310,000);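 active = fluorescence ratio B-score, a plate-corrected score, at least three library SD, with initial intensity B-score within 5 SD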
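System: CHO-K1 cells stably expressing KCNQ1 / Medium: assay buffer for compound exposure, DMSO matched across wells / Reagent: thallium- and potassium-containing depolarizing buffer / Compound: one concentration, matched DMSO / Incubation: 20 min compound pretreatment at room temperature / Measured by: kinetic FluxOR fluorescence, 10 s baseline plus 110 s post-stimulus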
KCNQ1 inh: inhibitors of human KCNQ1 channel, primary screen, cell-based, thallium flux, high-throughput. Potassium voltage-gated channel subfamily KQT member 1 (Homo sapiens), P51787. CHO-K1 KCNQ1, FluxOR thallium flux fluorescence; active compounds read high. B-score at 10 µM. actives 1.3% (n = 310,000);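 active = compounds whose thallium flux B-score, printed positive for inhibition, exceeds three library SD while starting fluorescence stays within three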;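 also: channel opened by potassium depolarization with thallium stimulus after 20 min compound exposure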
DYRK1A inh: rat Dyrk1A kinase inhibitors, primary screen, biochemical, single point, plate reader | ADP-Glo luminescence, NFATc1 peptide | inhibition, % at 12.5 µM | actives 0.43% (n = 310,000) | AID 504441, 2011; in the data active = inhibition above about 50%;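 also: plate controls were vehicle with enzyme for no effect and no enzyme for full effect; many of its hits are not listed in these tables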
ANO1 activ: TMEM16A chloride channel activators or potentiators, primary screen, cell-based, HTS | Anoctamin-1 (Mus musculus), Q8BHY3 | HEK293 TMEM16A/YFP-H148Q/I152L, iodide quench fluorescence; active compounds read low | actives 0.3% (n = 340,000) | B-score at 10 µM;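 active = fluorescence-ratio B-score plate-corrected deviation score at least 3 library SD below zero, with starting fluorescence score within 5 deviations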;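 also: channel opened by trigger with iodide after compound preincubation; score built on the fluorescence ratio of max minus min over baseline; more negative score means more quench and so TMEM16A activation or potentiation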
KCNK3 inh: human KCNK3 channel inhibitors, primary screen, CHO cells, FluxOR thallium flux, B-score; FluxOR fluorescence; active compounds read low; B-score at 10 µM; actives 0.84% (n = 340,000);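 active = B-score under library mean minus 4 SD, starting fluorescence ratio at most library mean plus 5 SD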;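 also: more negative B-score means stronger inhibition of thallium flux through KCNK3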
HDAC3 inh: HDAC3 deacetylase inhibitors, primary screen, biochemical, fluorescence, cell-free homogeneous; Histone deacetylase 3 (Homo sapiens), O15379; recombinant HDAC3, fluorogenic peptide/trypsin coupled; inhibition, % at 8.3 µM; actives 0.15% (n = 320,000); AID 2718, 2010; in the data active = inhibition above about 26%, passing the limit was not always enough
Target sequence (O15379 whole entry, looked up): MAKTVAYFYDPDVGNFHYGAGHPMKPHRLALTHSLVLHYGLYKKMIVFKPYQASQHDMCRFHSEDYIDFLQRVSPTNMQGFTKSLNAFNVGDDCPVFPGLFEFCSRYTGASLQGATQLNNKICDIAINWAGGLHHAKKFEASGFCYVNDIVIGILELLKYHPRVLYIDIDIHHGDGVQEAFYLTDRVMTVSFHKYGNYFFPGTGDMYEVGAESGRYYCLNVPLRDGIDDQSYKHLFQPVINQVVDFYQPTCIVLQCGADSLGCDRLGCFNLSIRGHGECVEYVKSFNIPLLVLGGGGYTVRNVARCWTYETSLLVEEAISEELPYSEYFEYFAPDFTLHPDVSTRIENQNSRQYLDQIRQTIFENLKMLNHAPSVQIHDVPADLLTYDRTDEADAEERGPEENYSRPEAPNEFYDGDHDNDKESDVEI
TMEM16A inh: TMEM16A chloride channel inhibitors, primary screen, cell-based, HTS; AID 588511, 2011; normalized B-score (activity score, 25-100; higher = stronger inhibition) at 10 µM; actives 1.2% (n = 310,000); HEK293 TMEM16A/YFP iodide influx fluorescence, ionomycin;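 active = ratio plate-corrected score three or more library SD toward inhibition, starting fluorescence score within five deviations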;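 also: score derived from kinetic fluorescence span divided by baseline fluorescence per well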
KCNK9 inh: KCNK9 potassium channel inhibitors, primary screen, HEK293 cells, thallium flux. FluxOR thallium flux fluorescence; active compounds read low. actives 1.2% (n = 310,000). Potassium channel subfamily K member 9 (Homo sapiens), Q9NPC2. B-score at 10 µM;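 active = ratio B-score over 3 SD below the library mean, with starting fluorescence within 5 SD of its mean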;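 also: negative B-score means less thallium flux so channel inhibition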
Target sequence (Q9NPC2 whole entry, looked up): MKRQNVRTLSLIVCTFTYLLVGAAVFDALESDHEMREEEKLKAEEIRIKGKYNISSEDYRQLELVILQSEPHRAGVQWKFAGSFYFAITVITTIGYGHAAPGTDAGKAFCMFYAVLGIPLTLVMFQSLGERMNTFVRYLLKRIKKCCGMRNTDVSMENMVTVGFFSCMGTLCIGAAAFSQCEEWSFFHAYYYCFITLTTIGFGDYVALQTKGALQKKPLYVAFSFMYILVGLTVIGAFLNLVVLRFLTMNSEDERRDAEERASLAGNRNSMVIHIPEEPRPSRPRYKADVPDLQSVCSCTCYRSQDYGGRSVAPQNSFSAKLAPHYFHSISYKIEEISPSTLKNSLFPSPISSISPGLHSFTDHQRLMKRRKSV
hERG rescue: hERG rescue from dofetilide block, primary screen, cell-based, CHO-hERG, FluxOR thallium flux, dofetilide IC70; dofetilide IC70 present; Voltage-gated inwardly rectifying potassium channel KCNH2 (Homo sapiens), Q12809; AID 1511, 2009; activation (rescue from dofetilide block), less the hit threshold, % at 10 µM; actives 0.51% (n = 310,000);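 active = activation above the mean of controls blocked by dofetilide plus 5 SD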;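 also: thallium influx through hERG after potassium depolarization seen as dye fluorescence rise; in these data hits start at about 4.7%; inactives centre near -7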
TRPC4 PAM: positive allosteric modulators of TRPC4, primary screen, cell-based, mouse TRPC4beta, HEK293 mu-opioid, Fluo-4 calcium; DAMGO EC20, Fluo-4 Ca2+ flux; active compounds read high; B-score at 10 µM; actives 0.42% (n = 310,000); Short transient receptor potential channel 4 (Mus musculus), Q9QUQ5; AID 2227, 2009;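 active = B-score of calcium response area above 5 SD of library B-scores, with initial fluorescence ratio within 5 SD of library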;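 also: B-score of integrated fluorescence ratio over time as area under calcium response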
TRPC4 act: activators of mouse TRPC4 channel, primary screen, Fluo4 calcium, HEK293 TRPC4beta/mu-opioid cells | Fluo4 calcium fluorescence; active compounds read high | AID 2237, 2010 | B-score at 10 µM | actives 0.49% (n = 310,000);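 active = B-score above 5 SD of library B-scores, and initial fluorescence ratio not above library mean plus 5 SD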;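 also: positive B-score marks a calcium rise read as TRPC4 activation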
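Test system: HEK293 cells stably co-expressing mouse TRPC4beta and mu-opioid receptor | Schedule: Fluo4 dye loading 45 min at room temperature, 110 s recording | Measured by: Kinetic Fluo4 calcium fluorescence, 5 s baseline at 1 Hz | Evaluation: B score of integrated ratio | Controls: Buffer (low) and maximal DAMGO (high)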
* marks the source's active call; other numbers are inactive results; i = inactive; . = not tested or not shown. These rows are one share of the data; count on the stated rates, not on these rows.

smiles	KCNQ1 pot	KCNQ1 inh	DYRK1A inh	ANO1 activ	KCNK3 inh	HDAC3 inh	TMEM16A inh	KCNK9 inh	hERG rescue	TRPC4 PAM	TRPC4 act
COc1ccc(OCc2nn3c(Cn4cnc5ccccc54)nnc3s2)cc1	i	i	3	i	i	1	i	i	-16	i	i
COc1cccc(CN2CCN(Cc3ccc4c(c3)OCCO4)CC2CCO)c1 (configuration not stated)	i	i	-2	i	i	-8	i	i	-9	i	i
O=C(Nc1ccc(-c2nnco2)cc1)c1ccccc1	i	i	-1	i	i	-2	i	i	-2	i	i
O=C(CCN1C(=O)COc2ccccc21)NCCCN1CCCC1	i	i	0	i	i	-2	i	i	-5	i	i
O=C(CC(=O)Nc1cc(Cl)ccc1Cl)Nc1cc(Cl)ccc1Cl	i	i	1	.	i	5	i	i	-4	i	i
Cc1c(CC(=O)NCCCC(=O)O)c(=O)oc2cc3c(cc12)CCC(C)(C)O3	i	i	1	i	i	-86	i	i	-8	i	i
CC(=O)Nc1ccc(N=Cc2c(O)c(C(=O)Nc3ccccc3)cc3ccccc23)cc1	i	i	.	.	.	2	i	i	-18	i	i
O=C(O)C1CCCCC1C(=O)NCCCCc1ccccc1 (configuration not stated)	i	i	6	i	i	5	i	i	-8	i	i
CC(C)(C)NC(=O)CSc1nnc(C2CC2)n1-c1ccccc1	i	i	11	i	i	2	i	i	-6	i	i
CCc1c(C)nc(N2CCOCC2)[nH]c1=O	i	i	-3	i	i	-7	i	i	-9	i	i

Look-ups from above.
`O=C(Nc1ccc(-c2nnco2)cc1)c1ccccc1` in DYRK1A inh reads -1
`CCc1c(C)nc(N2CCOCC2)[nH]c1=O` in hERG rescue reads -9
`CC(=O)Nc1ccc(N=Cc2c(O)c(C(=O)Nc3ccccc3)cc3ccccc23)cc1` in hERG rescue reads -18

The list continues:
smiles	KCNQ1 pot	KCNQ1 inh	DYRK1A inh	ANO1 activ	KCNK3 inh	HDAC3 inh	TMEM16A inh	KCNK9 inh	hERG rescue	TRPC4 PAM	TRPC4 act
COC(=O)c1ccccc1Sc1c(/C=N/OCc2ccc(Cl)cc2)c(C(F)(F)F)nn1C	i	i	-13	i	i	-4	i	i	-10	i	i
Cc1ccc(-c2ccc(C#N)c(=O)n2CC(=O)N(C)C)cc1	i	i	.	i	i	-1	i	i	-5	i	i
O=c1c2cc(NC(=S)NC3CC3)ccc2nc2n1CCCCC2	i	i	6	i	i	-5	i	i	-14	i	i
O=C(Nc1ccccc1)N1CCN(CCc2ccccc2)CC1	i	i	-1	i	i	5	i	i	-4	i	i
COc1ccccc1N(C(=O)c1ccco1)C(C(=O)NC1CCCC1)c1ccncc1 (configuration not stated)	i	i	-1	i	i	6	i	i	-5	i	i
COc1cccc(CN(C)CC(O)COc2cc(Cl)ccc2Cl)c1 (configuration not stated)	i	i	2	i	i	2	i	i	-7	i	i
Cc1cc(C)c(O)c(-c2cc(C(=O)Nc3c(C)n(C)n(-c4ccccc4)c3=O)[nH]n2)c1	i	i	-7	i	i	-1	i	i	-14	i	i
O=C(N/N=C/c1cccnc1)c1cc(-c2ccccc2Cl)nc2ccccc12	i	i	8	i	i	9	i	i	-18	i	i
CCCCCn1c(=O)c(-c2nc3ccccc3[nH]2)c(O)c2ccccc21	i	i	2	i	i	-12	i	i	-11	i	i
Cc1cc(C)nc(SCSc2nc(C)cc(C)n2)n1	i	i	.	i	i	.	.	i	-2	i	i
CCN(CC)C(=O)c1[nH]cnc1C(=O)NCC(=O)OC(C)(C)C	i	i	11	i	i	0	i	i	-4	i	i
Cc1ccc(-c2c[n+](CC(=O)Nc3c(C)cccc3C)c3n2CCC3)cc1	i	i	.	i	i	.	i	i	-6	i	i
CC(C)Cc1nnc(NC(=O)CN2C(=O)NC3(CCCC3)C2=O)s1	i	i	0	i	i	-3	i	i	-6	i	i
Cc1ccc(S(=O)(=O)Nc2nc(C)c(C(=O)NNS(=O)(=O)c3cc(C)ccc3C)s2)cc1	i	i	-3	i	i	7	i	i	-7	i	i
Cc1c(C(=O)NC(=S)NCc2cccnc2)cccc1[N+](=O)[O-]	i	i	-2	i	i	3	i	i	-6	i	i
CC(=O)Nc1ccc(S(=O)(=O)N2CCN(S(=O)(=O)c3ccc(NC(C)=O)cc3)CC2)cc1	i	i	-1	i	i	-6	i	i	-11	i	i
CN(C)N=Nc1ccc(S(N)(=O)=O)cc1	i	i	-2	i	i	2	i	i	-7	i	i
OCCc1c[nH]c2ccc(C(F)(F)F)cc12	i	i	.	i	i	7	i	i	-6	i	i
CCNc1nc(Sc2ccc(C)cc2)cc(C(F)(F)F)n1	i	i	-2	i	i	8	i	i	-7	i	i
CCc1nnc(NC(=O)c2cc3ccccc3oc2=O)s1	i	i	-2	i	i	6	i	i	-9	i	i
Cc1ccc2c(C(=O)CN3CCCC3)c(C)[nH]c2c1	i	i	4	i	i	5	i	i	-3	i	i
CCCCN(C(=O)CSc1cc(C)c2ccc(OC)cc2n1)c1c(N)n(Cc2ccccc2)c(=O)[nH]c1=O	i	i	-3	i	i	11	i	i	-10	i	i
COc1ccccc1NC(=O)CCCn1c(=S)[nH]c2ccccc2c1=O	i	i	2	i	i	2	i	i	-8	i	i
CCN(CC)C(=O)Cn1cc(C(=O)C(=O)N2CCN(c3ccc(OC)cc3)CC2)c2ccccc21	i	i	-1	i	i	10	i	i	-7	i	i
CC(C)(C)[C@H]1C=C(C(=O)O)O[C@@H](OCc2ccc(CO)cc2)C1	i	i	-3	i	i	1	i	i	-1	i	i
CCC(=O)N1CCN(c2ccccc2NC(=O)c2ccc([N+](=O)[O-])o2)CC1	i	i	3	i	i	4	i	i	-10	i	i
COc1ccc(/C=C2/SC(=S)N(n3c(C)ccc3C)C2=O)cc1	i	i	5	i	i	-19	i	i	-7	i	i
O=C(OCc1ccc(-c2ccccc2)cc1)c1cccc(O)c1	i	i	-3	i	i	8	i	i	-14	i	i
CCOc1cc(NC(=S)NCC2CCCO2)c(OCC)cc1NC(=O)c1ccccc1C (configuration not stated)	i	i	-2	i	i	-1	i	i	-13	i	i
Cc1ccc(C)c(NC(=O)CSc2nccn2Cc2ccco2)c1	i	i	-8	i	i	8	i	i	-13	i	i
COc1ccc(C(=O)C2CCCN(Cc3cccn3-c3nccs3)C2)cc1OC (configuration not stated)	i	i	10	i	i	3	i	i	-15	i	i
Cc1nn(C)cc1C(C(=O)NC1CCCCC1)N(Cc1ccccc1Cl)C(=O)c1cnccn1 (configuration not stated)	i	i	-6	i	i	-10	i	i	-12	i	i
Cc1nn(C)c(C(=O)NCc2ccc(Cl)cc2)c1Cl	i	i	1	i	i	-1	i	i	-6	i	i
COc1ccc(C(=O)N2CCN(Cc3ccccn3)CC2)cc1	i	i	1	i	i	.	i	i	-6	i	i
Cc1cc2c(SCC(=O)NC3CCCCC3)ncnc2s1	i	i	2	i	i	3	i	i	-3	i	i
CC(C)N(Cc1ccccc1)C(=O)CN1C(=O)COc2ccc(S(=O)(=O)NC3CCCC3)cc21	i	i	-2	i	i	0	i	i	-8	i	i
Cc1cc(C(=O)Nc2ccc(F)cc2F)on1	i	i	-7	i	i	8	i	i	3	i	i
O=C(Nc1ccccc1C(=O)N1CCOCC1)C1CC(=O)N(C2CCCC2)C1 (configuration not stated)	i	i	-1	i	i	-1	i	i	-9	i	i
CCC1CCCCN1C(=O)CSc1nc(N)cc(N)n1 (configuration not stated)	i	i	0	i	i	1	i	i	-7	i	i
CC(=O)c1cc2c(cc1NS(=O)(=O)c1cccc(C(=O)O)c1)OCO2	i	i	-5	i	i	-2	i	i	-6	i	i
O=C(NNC(=O)c1cccnc1)Nc1cccc2ccccc12	i	i	-1	i	i	-7	i	i	-13	i	i
Nc1nc(C(c2ccccc2)c2ccccc2)cs1	i	i	-8	i	i	-1	i	i	-10	i	i
CCCCCN1CC(=O)N2Cc3[nH]c4ccccc4c3C[C@H]2C1=O	i	i	.	i	i	0	i	i	-2	i	i
CC(Nc1nc(-c2ccc(F)cc2)cs1)c1nc2cc(C(F)(F)F)ccc2n1CCOCCO (configuration not stated)	i	i	4	i	i	-2	i	i	-11	i	i
COCC(=O)N1CCC(Oc2ccc(C(=O)NC(C)c3nccs3)cc2)CC1 (configuration not stated)	i	i	-4	i	i	1	i	i	-11	i	i
CCC1(c2ccccc2)NC(=O)N(CC(=O)NCc2ccc(C)cc2)C1=O (configuration not stated)	i	i	-1	i	i	9	i	i	-3	i	i
Cc1ccc(N(C)C(=O)N2CCN(S(=O)(=O)c3c(C)cc(C)cc3C)CC2)cc1	i	i	-4	i	i	-2	i	i	-11	i	i
COC(=O)c1cn(CC(=O)N2CCCCC2C)c2ccccc12 (configuration not stated)	i	i	2	i	i	3	i	i	-12	i	i
Cc1nn(-c2ccccc2)c(Cl)c1/C=N/Nc1ccc(S(=O)(=O)Nc2ccccc2C(=O)O)cc1[N+](=O)[O-]	i	i	6	i	i	13	i	i	-11	i	i

Compound profiles, as listed above. Values in the order: KCNQ1 pot, KCNQ1 inh, DYRK1A inh, ANO1 activ, KCNK3 inh, HDAC3 inh, TMEM16A inh, KCNK9 inh, hERG rescue, TRPC4 PAM, TRPC4 act
`Cc1nn(-c2ccccc2)c(Cl)c1/C=N/Nc1ccc(S(=O)(=O)Nc2ccccc2C(=O)O)cc1[N+](=O)[O-]` in the list: i, i, 6, i, i, 13, i, i, -11, i, i
`CCCCCN1CC(=O)N2Cc3[nH]c4ccccc4c3C[C@H]2C1=O` in the list: i, i, ., i, i, 0, i, i, -2, i, i
